JMJD2E inh = JMJD2E (human) inhibition; B2RXH2; JMJD2E catalytic domain, FDH-coupled NADH fluorescence (FDH is formaldehyde dehydrogenase); Potency, µM (titrated, usually from 57.1 µM), for inactives: at the highest dose activity change, negative = inhibition, hits mostly inhibitors; hit rate 1.6% among 230,000; AID 2147; active means well fitted inhibition curve with a large enough effect, not every such curve was filed as active; inconclusive means small, poorly fitted or top-dose-only effect, or another doubt; inactive means no such curve, though single readings can be large or run the other way;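 further: 0% = wells with enzyme and -100% = buffer wells without enzyme; nearly all actives have a fitted effect of over 50% in size; many of its hits are not listed in these tables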
Target sequence (B2RXH2 1-337 limits assumed): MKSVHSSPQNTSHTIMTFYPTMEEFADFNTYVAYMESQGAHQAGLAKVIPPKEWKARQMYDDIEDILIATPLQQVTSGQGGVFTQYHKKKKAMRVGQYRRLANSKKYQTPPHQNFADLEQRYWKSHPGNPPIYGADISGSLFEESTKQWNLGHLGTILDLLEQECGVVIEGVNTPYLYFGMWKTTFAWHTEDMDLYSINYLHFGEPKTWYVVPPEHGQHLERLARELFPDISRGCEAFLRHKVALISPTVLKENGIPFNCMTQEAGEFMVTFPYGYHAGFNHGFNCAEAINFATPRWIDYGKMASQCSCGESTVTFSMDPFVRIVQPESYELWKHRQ
Luc counter = blocks Kinase-Glo luciferase, a counter-screen artifact. Q27757. hit rate 0.28% among 200,000. Potency, µM (series often up to 38.3 µM), for inactives: at the highest dose activity change, negative = inhibition, actives largely listed as inhibitors. Kinase-Glo luciferase, ATP luminescence, 8 min; further: on the % scale 0 is the no-effect control and ±100 the full control effect; nearly all actives have a fitted effect of over 60% in size
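Kinase-Glo luciferase light output from ATP and luciferin was measured with 10 uM ATP, within the enzyme's linear range. Buffer: 50 mM imidazole pH 7.2, 50 mM KCl, 7 mM MgCl2, 0.01% Tween 20, 0.05% BSA; luminescence read after 8 min at ambient temperature.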
RECQ1 inh = RECQ1 (human) helicase inhibition. P46063. RECQ1 DNA unwinding, red fluorescence kinetic read. Potency, µM (highest dose often 57.3 µM), for the others: at the top dose activity, negative = inhibition, usual class: inhibitors. hit rate 0.54% among 240,000. AID 2549;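 further: plate controls were vehicle for no effect and no enzyme for full effect; nearly all actives have a fitted effect of over 30% in size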
Target sequence (P46063 whole entry, looked up): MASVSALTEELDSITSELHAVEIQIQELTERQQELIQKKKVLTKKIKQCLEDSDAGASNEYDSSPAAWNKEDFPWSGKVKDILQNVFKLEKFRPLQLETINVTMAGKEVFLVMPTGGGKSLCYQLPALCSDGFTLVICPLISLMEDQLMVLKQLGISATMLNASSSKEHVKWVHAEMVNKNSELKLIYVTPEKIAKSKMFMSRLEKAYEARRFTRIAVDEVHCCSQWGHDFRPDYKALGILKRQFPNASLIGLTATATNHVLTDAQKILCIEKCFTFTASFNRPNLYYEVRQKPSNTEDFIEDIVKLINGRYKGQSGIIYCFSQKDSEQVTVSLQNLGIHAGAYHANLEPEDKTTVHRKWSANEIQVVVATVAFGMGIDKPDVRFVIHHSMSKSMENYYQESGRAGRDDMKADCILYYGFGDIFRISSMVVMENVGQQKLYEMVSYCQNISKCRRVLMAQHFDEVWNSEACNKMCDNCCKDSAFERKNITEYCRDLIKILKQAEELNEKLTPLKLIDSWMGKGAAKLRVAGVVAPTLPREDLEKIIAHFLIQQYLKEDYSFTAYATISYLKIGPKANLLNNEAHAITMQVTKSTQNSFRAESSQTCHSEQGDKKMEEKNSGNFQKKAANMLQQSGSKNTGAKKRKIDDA
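RECQ1T1 50 nM; forked duplex (20 bp + 30-nt ss tails) 200 nM, ATP 2 mM final; pH 8.0, 2 mM MgCl2, 2.5 ug/ml poly(dI-dC); 15 min compound preincubation; discontinuous kinetic read over 2 h at RT.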
Epigenetic derep = epigenetic control regulation, reporter derepression. murine LDR cells, GFP reporter derepression, 30 h. Potency, µM (series often up to 53.9 µM), without a hit: at the top dose GFP activation, hits mostly activators. hit rate 0.2% among 280,000. AID 1865; further: % of control where 0% means no effect; nearly all actives have a fitted effect of over 60% in size
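Readout is the number of GFP-expressing murine LDR cells, counted by cytometry following washing. Cells were treated with compound for 30 h at 37 C; the stably integrated CMV-GFP locus is normally silent.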
SMN2 splice up = SMN2 splice variant enhancement; HEK293 SMN2-luciferase splicing reporter, luminescence, 30-36 h; Potency, µM (titrated, usually from 46.1 µM), for inactives: at the highest dose activity change, positive = activation, hits mostly activators; hit rate 2.8% among 210,000; further: % of control where 0% means no effect; nearly all actives have a fitted effect of over 55% in size
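HEK293 cells carry an SMN2 […]–luciferase reporter in which exon 7 inclusion puts luciferase in frame. Cells were plated 10-12 h before compound addition, then incubated 30-36 h at 37C. ONE-Glo luminescence was read; sodium butyrate at 4.5 mM final served as control.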
NPSR antag = antagonists of human neuropeptide S receptor cAMP signaling | Potency, µM (top dose mostly 38.3 µM), inactives show top-dose activity change, negative = inhibition, usual class: inhibitors | hit rate 1% among 220,000 | AID 1461 | CHO-NPSR cells, cAMP TR-FRET, antagonist mode | Q6W5P4; further: on the % scale 0 is the no-effect control and ±100 the full control effect; nearly all actives have a fitted effect of over 50% in size; many of its hits are not listed in these tables
IMPase Li inh = membrane-permeable IMPase blocker, potentiated with lithium | CHO-M1 cells, IP1 TR-FRET (IP-One), carbachol + lithium | hit rate 0.35% among 210,000 | Potency, µM (top dose mostly 59.4 µM), for inactives: top-dose activity, negative = IMPase inhibition, usual class: inhibitors;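 further: IP1 builds up when IMPase is blocked and the TR-FRET signal falls; plate controls were basal vehicle for no effect and high inhibitor control for full effect; nearly all actives have a fitted effect of over 50% in size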
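Steps: plate 2000 CHO-M1 cells per well and culture 16–30 h; add compound and lithium; incubate 30 min, 37C; add d2-IP1 tracer and Eu cryptate anti-IP1 antibody in lysis buffer; read after 10 min at room temperature.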
RGS12 GoLoco inh = RGS12 GoLoco-Gai1 interaction inhibition. AID 880. Gai1:RGS12 GoLoco peptide FP, rhodamine, 10 min. P63096. Potency, µM (highest dose often 61.6 µM), inactives show at the top dose activity, negative = inhibition, usual class: inhibitors. hit rate 0.44% among 230,000; active means well fitted inhibition curve with a large enough effect, not every such curve was filed as active; inactive means no such curve, though single readings can be large or run the other way; further: on the % scale 0 is the no-effect control and ±100 the full control effect; nearly all actives have a fitted effect of over 30% in size; many of its hits are not listed in these tables
An asterisk follows results filed as active; i = inactive; ? = inconclusive; · = no result given; [ ] = dose if it differs, or a comment. Unless noted, the call rests on the fitted dose curve; in most records, active means well fitted curve in the direction sought with a large enough effect; inconclusive means small, poorly fitted or top-dose-only effect, or another doubt; inactive means no such curve, though single readings can be large; an effect the other way counts as inactive or inconclusive. Potency means the concentration at half of the fitted maximal effect. Not all compounds are listed (hit frequency here may not be typical).

molecule	JMJD2E inh	Luc counter	RECQ1 inh	Epigenetic derep	SMN2 splice up	NPSR antag	IMPase Li inh	RGS12 GoLoco inh
Cc1[nH]n(C(N)=S)c(=O)c1N=Nc1ccc(S(=O)(=O)N2CCCC2)cc1	-7%	0%	2%	-1.2%	10%	-13%[46.1 µM]	7%	13%
COc1ccccc1CNc1ccnc(-c2ccccc2C(F)(F)F)n1	-6%	1%	0%	-0.2%	-16%	·	0%	-2%
C#CCNc1c2c(nc3ncnn13)CC(C)CC2 (stereo unspecified)	4%	·	1%	0.1%	·	22%	·	2%
O=C(NCC1OCCc2ccccc21)c1ccc(NC(=O)c2ccccc2Cl)cc1 (stereo unspecified)	-7%	3%	0%	0.0%	-34%[inhibitor]	-2%	-20%	11%
CCN(CC)S(=O)(=O)c1ccc(N2CCOCC2)c(NC(=O)c2cccc3ccccc23)c1	?	-1%	-10%	-0.9%	-2%[1.84 µM]	-25%	4%	4%
COc1ccc(NC(=O)C(CC(C)C)NC(=O)C2CCC(C)CC2)c(OC)c1 (stereo unspecified)	-7%	-1%	11%	2.5%	-37%[inhibitor]	-28%	0%	18%
CN(C)/C=N/C(=S)Nc1ccc(Cl)cc1	-9%	-2%	i	-1.9%[10.1 µM]	11µM*	-40%	8%	16%
O=C(c1ccc(S(=O)(=O)N2CCCCC2)cc1)N1CCc2ccccc2C1	-28%	-5%	15%	-2.6%	-38%[inhibitor]	-23%	9%	14%
CCOC(O)[C@H]1N[C@@H](c2ccc(Cl)cc2)[C@@H]([N+](=O)[O-])[C@@H]1c1ccccc1 (stereo partly specified)	6%	-3%	-9%	3.0%	-24%	-22%	5%	-5%
Nn1c(SCC(=O)Nc2ccccc2F)nnc1-c1cccnc1	-12%	0%	-2%	-1.0%	1%	-2%[46.1 µM]	-6%[38.3 µM]	9%
O=C(COc1cccnc1[N+](=O)[O-])Nc1ccc(N2CCOCC2)cc1	0%	-1%	13%	0.0%	-16%	-2%	3%	24%
CCOC(=O)C1=C(C)N=C2c3ccccc3C(=O)C2C1c1ccc(C)cc1 (stereo unspecified)	32µM*	-2%	-6%	-1.2%	-8%	?	8%[38.3 µM]	59%[activator]
CCOC(=O)C1CCN(C(=O)CN(c2cccc(C(F)(F)F)c2)S(C)(=O)=O)CC1	0%	-3%	-2%	0.3%	-7%	0%[7.67 µM]	-9%[38.3 µM]	8%
CN(C)S(=O)(=O)c1cccc(NC(=O)Cn2cc(C(F)(F)F)cc(Cl)c2=O)c1	13%	3%	-9%	-0.2%	4%	-12%	-3%	-12%
COc1ccc(C(=O)CCNc2ccc(C)c(Cl)c2)cc1	-5%	2%	7%	0.0%	0%	7%	3%	2%
O=C(Nc1cccc(C(F)(F)F)c1)C12CC3CC(CC(C3)C1)C2	8%	-3%	-6%	0.0%	-30%[inhibitor]	1%[46.1 µM]	7%	-7%
COc1ccccc1NC(=O)Cc1coc2cc(C)ccc12	-5%	1%	-1%	1.6%	-9%	-19%[46.1 µM]	3%[38.3 µM]	13%
Cc1c(C(=O)c2ccc(Br)cc2)c(=O)n(C)c(=O)n1C	-2%	0%	21%	-0.2%	9%	14%	-8%	0%
O=C(COC(=O)C1CC1)Nc1ccc(Oc2ccccc2)cc1	3%	-5%	-14%	-5.9%	6%	-7%[46.1 µM]	-1%[38.3 µM]	0%
CNC(=S)SCCOc1ccccc1	-6%	·	-5%	-1.0%	·	-9%	·	-3%

(further entries)
molecule	JMJD2E inh	Luc counter	RECQ1 inh	Epigenetic derep	SMN2 splice up	NPSR antag	IMPase Li inh	RGS12 GoLoco inh
CC(C)C(=O)N(Cc1ccc2c(c1)OCO2)Cc1ccccn1	-1%	13%	-13%	-0.2%	-15%	-15%[46.1 µM]	2%[38.3 µM]	0%
O=C(NCCc1ccccc1)C1(c2ccccc2)CC1(Cl)Cl (stereo unspecified)	-1%	-3%	-3%	-2.7%	-22%	-12%[46.1 µM]	11%[38.3 µM]	1%
CCCCC(CC)CNC(=O)c1cccs1 (stereo unspecified)	3%	-1%	i	2.2%	3%	-9%[46.1 µM]	5%[38.3 µM]	5%
CCN=C1S/C(=C\c2ccc(O)c(OCC)c2)C(=O)N1CC	-10%	-1%	-18%	1.1%	22%	-14%	10%	5%
O=C1CC(N2CCN(c3ccccc3)CC2)C(=O)N1CCc1ccccc1 (stereo unspecified)	0%	0%	-2%	-7.4%	2%	2%[46.1 µM]	-6%[38.3 µM]	-4%
COc1ccc(CNn2c(-c3ccccc3F)nc3ccccc3c2=O)cc1OC	-2%	8%	-4%	1.6%	-34%[inhibitor]	2%	2%	0%
CCOC(=O)c1c(C)[nH]c(C(=O)Cn2nnc(-c3ccccc3)n2)c1C	3%	1%	7%	0.0%	-17%	7%[46.1 µM]	?	-9%
O=C(NCCCN1CCOCC1)C(=O)N/N=C/c1ccccc1O	11µM*	·	-4%	5.9%	·	7%	·	0%
O=C(NCc1ccco1)C1CCCN1S(=O)(=O)c1ccc2ccccc2c1 (stereo unspecified)	3%	-3%	-11%	0.0%	-27%	-2%[46.1 µM]	25%[38.3 µM]	-4%
COC(=O)c1cc(=O)n(Cc2ccc3c(c2)OCO3)c(=Nc2ccc(F)c(Cl)c2)s1	7%	-2%	-9%	1.9%	-57%[inhibitor]	-13%[46.1 µM]	12%[38.3 µM]	7%
Cn1nnnc1SCC(=O)NCc1ccccc1	-3%	-3%	-7%	-1.2%	7%	-3%[46.1 µM]	2%	-9%
Cn1c(NC(=O)c2cccs2)c(-c2cccs2)c(=O)c2ccccc21	4%	-1%	0%	0.0%	-17%	-2%[46.1 µM]	-7%[38.3 µM]	28%
O=S(=O)(c1ccc(F)cc1)N1CCN(Cc2ccccn2)CC1	-3%	-1%	4%	4.7%	·	-12%	8%	2%
CCOC(=O)c1sc(C)c(C(=O)NCC(C)(C)CN(C)C)c1N	?	-6%	-14%	3.4%	-4%	5%[46.1 µM]	-5%[38.3 µM]	-37%
COc1cccc(NS(=O)(=O)c2cn(C)c(=O)n(C)c2=O)c1	1%	-1%	-16%	0.0%	-13%	-4%[46.1 µM]	-2%[38.3 µM]	7%
C/C(=N/NC(=O)CNC(=O)CCc1ccccc1)c1ccc(Cl)cc1	3%	·	-12%	0.5%	·	22%	·	-1%
N#CCCCCN1CCCC1	-2%	·	12%	0.0%	·	-11%	·	10%
CCOC(=O)CP(=O)(c1ccccc1)c1ccccc1	-2%	0%	-13%	0.0%	2%	-7%[46.1 µM]	28%[38.3 µM]	3%
O=C(O)CC(C(=O)OCC1CCCO1)N1CCOCC1 (stereo unspecified)	6%	-4%	i	-1.1%	-8%	?	-8%[38.3 µM]	11%
CCCCCCn1ccc(=N)cc1	7%	-3%	0%	-0.8%	-65%[inhibitor]	4%[46.1 µM]	9%[38.3 µM]	-5%

More structures follow.
molecule	JMJD2E inh	Luc counter	RECQ1 inh	Epigenetic derep	SMN2 splice up	NPSR antag	IMPase Li inh	RGS12 GoLoco inh
CCCNC(=O)c1ccc2c(=O)c(O)c(-c3ccc(F)cc3)[nH]c2c1	?	·	i	2.1%	·	-22%	·	4%
Cc1nc(NC(C)c2ccccc2)c2c3c(sc2n1)CCC3 (stereo unspecified)	-4%	-2%	-5%	-0.2%	-36%[inhibitor]	?	16%[38.3 µM]	9%
Cc1ccc(OCCCn2c(CO)nc3ccccc32)cc1	-5%	4%	i	1.0%	?	-5%[46.1 µM]	16%[38.3 µM]	2%
COc1cc(C(CCN2CCN(c3ccccc3)CC2)c2c(OC)cc(OC)c3c(C)cc(=O)oc23)cc(OC)c1OC (stereo unspecified)	15%	·	-3%	1.1%	·	6.3µM*	·	6%
CC(C)(O/N=C(\C(=O)N[C@@H]1C(=O)N2C(C(=O)[O-])=C(C[n+]3ccccc3)CS[C@@H]12)c1csc(N)n1)C(=O)O	-28%[25.5 µM]	1%[17.1 µM]	i	2.7%[16.9 µM]	1%[20.6 µM]	·	-2%	-4%[21.6 µM]
Fc1cc(Br)ccc1NC(=S)NCCc1ccccc1	0%	-3%	-8%	1.1%	?	-17%[46.1 µM]	10%[38.3 µM]	15%
O=C(O)c1c2c(nc3ccc(S(=O)(=O)N4CCC(C(=O)NC5CCCCCC5)CC4)cc13)CCCC2	-5%	-3%	?	-0.2%	-26%	4%	-8%	15%
O=P(O)(O)c1ccccc1OCCOCCOCCOCCOc1ccccc1P(=O)(O)O	-14%	-1%	-12%	1.2%	24%	23%	-12%	8%
O=C1CC(C2CCCO2)C(=O)N1c1ccc(Cl)c(Cl)c1 (stereo unspecified)	3%	-1%	-1%	0.0%	·	-8%	14%	8%
O=S(=O)(Cc1ccc(Cl)cc1)NCc1cccnc1	0%	·	i	1.3%	·	-6%	·	5%
O=C(NCC1CCCO1)c1cc2c(=O)[nH]c3ccccc3c2s1 (stereo unspecified)	?	2%	-1%	-2.0%	-2%	-30%	-7%	-2%
CCOc1ccccc1NC(=S)NCC1CCCO1 (stereo unspecified)	-3%	3%	-2%	-1.3%	14%	11%	-5%	7%
Cc1cc(C)c2nc(NNC(=O)c3cc(-c4cccs4)nc4ccccc34)sc2c1	?	-9%	19%	-1.7%	·	8%	-1%	19%
COc1cc(C2NC(=O)NC(C)=C2[N+](=O)[O-])cc(OC)c1OC (stereo unspecified)	5%	·	-1%	2.5%	·	14%	·	6%
Cc1ccccc1C(=O)NC(=S)Nc1cccc(NC(=O)C(C)C)c1	1%	1%	2%	3.5%	3%	3%	6%	13%
CN(Cc1cnn(C)c1)Cc1nc(-c2ccc(Cl)cc2)no1	-21%	3%	-1%	1.1%	·	4%	5%	1%
CCOC(=O)c1sc(NC(=O)Nc2ccc(F)cc2)nc1C	-3%	-2%	3%	-1.8%	1.3µM*	-7%	-4%	5%
CC1CCN(C(=O)Cn2c(=O)n(Cc3ccc4c(c3)OCO4)c(=O)c3ccccc32)CC1	2%	4%	i	-1.1%	·	?	30%[38.3 µM]	0%

From PubChem
